UHRF1 binding = blocks human UHRF1 binding to methylated DNA; inhibition, % at 4.4 µM; 370,000 compounds, 0.75% hits; Q96T88; UHRF1 binding to methylated oligo, TR-FRET; in the data active means inhibition above about 21%;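 further: UHRF1 SRA domain binding a hemimethylated CpG hairpin DNA probe; 0% = median of test compound wells and 100% = reference inhibitor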
rCAG RNA binder = molecules binding r(CAG) RNA repeats | r(CAG) RNA repeat, TO-PRO-1 dye displacement fluorescence | inhibition, % at 3 µM | 370,000 compounds, 1.3% hits;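 active means inhibition above the plate cutoff, the mean of all test compounds on that plate plus 3 SD, cut at about 35% in these data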;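 further: 0% = DMSO alone and 100% = 100 µM mitoxantrone as full dye displacement; higher means more dye released from RNA so lower well fluorescence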
mABHD4 FP = ABHD4 (mouse) inhibition, primary FP screen. Q8VD66. purified mABHD4, FP-Rh probe fluorescence polarization. inhibition, % at 8.92 µM. 370,000 compounds, 0.54% hits;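 active means inhibition exceeding the mean over every tested compound plus 3 SD, cut at about 30% in these data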;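 further: 0% = plate median of compound wells and 100% = S159A mutant with DMSO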
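Assay system: mouse ABHD4 enzyme, wild type / Also added: fluorescent activity-based probe FP-Rh / Doses: single nominal dose of 8.92 µM, 0.89% DMSO final / Timing: 45 min compound pre-incubation plus 60 min probe step, 25 °C / Signal: FP readout, ex 525 nm / em 598 nm / Control set: S159A mutant/DMSO as 100%, compound-well median as 0%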
MBD2 inh = inhibitors of human MBD2 binding to methylated oligonucleotide; Q9UBB5; TR-FRET; inhibition, % at 4.4 µM; 370,000 compounds, 0.31% hits; AID 686964; in the data active means inhibition above about 13%
Target sequence (Q9UBB5 whole entry, looked up): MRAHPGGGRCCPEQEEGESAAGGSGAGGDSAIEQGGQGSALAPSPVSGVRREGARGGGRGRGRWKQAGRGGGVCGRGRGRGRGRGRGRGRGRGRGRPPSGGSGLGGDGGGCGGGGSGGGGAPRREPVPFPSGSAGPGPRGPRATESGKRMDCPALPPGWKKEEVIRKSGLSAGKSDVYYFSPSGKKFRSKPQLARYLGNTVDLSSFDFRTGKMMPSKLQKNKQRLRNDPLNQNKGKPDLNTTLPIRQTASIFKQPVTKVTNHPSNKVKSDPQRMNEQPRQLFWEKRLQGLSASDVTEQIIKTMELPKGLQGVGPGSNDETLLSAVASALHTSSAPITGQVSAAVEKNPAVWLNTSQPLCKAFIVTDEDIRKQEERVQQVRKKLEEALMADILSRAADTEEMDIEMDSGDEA
Rev-erbA mod = modulates human Rev-erb alpha binding to DNA. P20393. Rev-erbα–FITC-DNA binding, fluorescence polarization, 90 min. activity, % at 10 µM. 370,000 compounds, 0.79% hits. AID 1259318;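 active means activity above about 14%, limit read from the data; passing the limit was not always enough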;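 further: 0% = DMSO wells with 35 nM protein and 100% = DMSO wells with 750 nM protein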
Target sequence (P20393 whole entry, looked up): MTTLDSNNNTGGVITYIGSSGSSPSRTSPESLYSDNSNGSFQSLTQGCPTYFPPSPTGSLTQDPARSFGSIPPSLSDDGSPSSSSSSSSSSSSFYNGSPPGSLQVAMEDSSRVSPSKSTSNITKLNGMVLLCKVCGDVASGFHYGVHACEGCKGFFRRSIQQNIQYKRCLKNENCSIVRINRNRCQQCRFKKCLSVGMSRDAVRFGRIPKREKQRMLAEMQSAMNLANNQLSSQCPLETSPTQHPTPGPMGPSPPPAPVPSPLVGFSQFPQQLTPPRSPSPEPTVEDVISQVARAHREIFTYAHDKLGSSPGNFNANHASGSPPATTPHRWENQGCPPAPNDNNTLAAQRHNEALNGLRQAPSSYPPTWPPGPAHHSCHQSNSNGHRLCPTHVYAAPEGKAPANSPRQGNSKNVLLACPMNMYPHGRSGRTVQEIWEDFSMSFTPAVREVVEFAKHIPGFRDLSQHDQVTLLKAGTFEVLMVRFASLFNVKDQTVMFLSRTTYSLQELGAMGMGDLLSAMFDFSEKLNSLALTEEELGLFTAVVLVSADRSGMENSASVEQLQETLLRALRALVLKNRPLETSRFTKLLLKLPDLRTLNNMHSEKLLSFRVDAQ
PRMT1 FP inh = blocks human protein arginine methyltransferase 1. Q99873. recombinant PRMT1, activity-based probe fluorescence polarization. 370,000 compounds, 1.3% hits. inhibition, % at 2.79 µM;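 active means inhibition above about 21% made by adding two undisclosed values, limit read from the data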
PG9 binder = PG9 antibody binding by small molecule. TR-FRET gp120-PG9 antibody binding. inhibition, % at 6.7 µM. 360,000 compounds, 0.43% hits. AID 624416; in the data active means inhibition above about 8.5%
TCR CD3 inh = human TCR-CD3 binding inhibition. TAMRA-labeled TCR probe fluorescence, biochemical. inhibition, % at 9.4 µM. 360,000 compounds, 0.37% hits. AID 651800; in the data active means inhibition above about 19%;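 further: recombinant mutant TCR 2C K166C tagged with TAMRA read by polarization; 0% = receptor in buffer alone and 100% = receptor with positive control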
HTRA1 inhibitor = inhibitors of human serine peptidase HTRA1. inhibition, % at 5.96 µM. recombinant HTRA1, FP-rhodamine activity-based probe, fluorescence polarization. Q92743. 340,000 compounds, 0.5% hits. AID 504803; in the data active means inhibition above about 36%;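 further: 0% = enzyme with DMSO and 100% = wells lacking enzyme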
LEDGF integ inh = blocks HIV-1 LEDGF/p75-dependent DNA integration; TR-FRET IN-LEDGF/p75 DNA integration, Eu/Cy5; inhibition, % at 3.7 µM; 370,000 compounds, 0.64% hits;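 active means inhibition above the screen-wide mean plus 3 SD, cut at about 13% in these data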;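 further: signal is the Cy5 over europium emission ratio at 671 and 618 nm; 0% = plate median of compound wells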
Numbers without * were called inactive; . = no result given.

SMILES | UHRF1 binding | rCAG RNA binder | mABHD4 FP | MBD2 inh | Rev-erbA mod | PRMT1 FP inh | PG9 binder | TCR CD3 inh | HTRA1 inhibitor | LEDGF integ inh
CCOC(=O)C1(CC2CCCCO2)CCN(C(=O)Nc2ccc(C)c(C)c2)CC1 (configuration not stated) | -1 | -8 | 3 | 0 | 0 | -1 | -1.8 | 2 | -6 | -3
COc1cc(N)c(Cl)cc1C(=O)OCC(=O)NC1CCCC1 | 7 | 0 | -8 | 8 | 7 | 7 | 3.3 | -6 | -1 | 0
N#Cc1ccccc1NC(=O)COc1c(Br)cc(Br)c2cccnc12 | 0 | 11 | 3 | 6 | 2 | 5 | 3.5 | -9 | 11 | 5
CC(Sc1nc2cc([N+](=O)[O-])ccc2n1-c1ccc(F)cc1)C(=O)NCc1ccc2c(c1)OCO2 (configuration not stated) | -1 | 5 | 8 | 1 | 2 | 10 | -2.5 | 5 | -10 | -4
CCOC(=O)c1c(C(=O)OCC)c(C)n(CCc2ccc(OC)c(OC)c2)c1C | 0 | -2 | 2 | 1 | 3 | 5 | -0.7 | -1 | -7 | 0
OC[C@@H]1CN(Cc2ccccc2)C[C@H](n2cnc3c(NCc4ccco4)ncnc32)O1 | 1 | 5 | 4 | 3 | -5 | -1 | 2.0 | -1 | . | 1
CC(C)CN(C(=O)CSc1nncn1C)C1CCS(=O)(=O)C1 (configuration not stated) | 0 | 1 | 4 | -6 | 2 | 0 | -0.4 | 2 | -1 | -4
CC(Sc1nc(-c2ccccc2)cc(C(F)(F)F)n1)C(=O)O (configuration not stated) | 2 | 4 | -2 | 5 | 2 | 1 | 1.6 | -5 | . | 0
CCOC(=O)c1ccc(N=C2SC(C(=O)NC)CC(=O)N2CCc2ccccc2)cc1 (configuration not stated) | 1 | -2 | -1 | 5 | 0 | 1 | -0.6 | 5 | 3 | -2
O=C(/C=C/c1cccc([N+](=O)[O-])c1)Nc1ccccn1 | 1 | 1 | -7 | 7 | -12 | 6 | 2.4 | -3 | 7 | 0
O=C(Nc1ccccn1)c1ccc(S(=O)(=O)N2CCCC2)cc1 | 1 | -4 | -3 | -2 | 4 | 1 | 1.1 | -2 | 7 | -2
O=c1oc2ccccc2cc1-c1cn2ccccc2n1 | -3 | -1 | 6 | 6 | 2 | 1 | 0.2 | 5 | -7 | 3
Cc1ccc(OCC(=O)N/N=C/c2ccccc2)c([N+](=O)[O-])c1 | 2 | -4 | 3 | -2 | -6 | -1 | -2.8 | -1 | -3 | 4
COc1ccccc1NC(=O)COC(=O)CCC(=O)c1cccs1 | 4 | 0 | -7 | -9 | -5 | -4 | -1.6 | -3 | -2 | 5
COc1ccc(N2C(=O)CC(NNC(=O)c3cccnc3)C2=O)cc1 (configuration not stated) | -1 | 7 | 6 | 5 | -1 | 2 | -0.3 | 2 | 3 | 2
CC(=O)Nc1cccc(NC(=O)c2c(-c3ccccc3Cl)noc2C)c1 | 0 | -3 | -3 | -1 | 1 | 0 | -0.4 | 0 | -6 | -1
O=C(NCCc1ccccc1)c1ccc(NC(=O)C2CCC2)cc1 | -2 | 1 | -1 | 3 | 3 | 5 | 1.2 | -1 | -7 | 4
Cc1cc(C)nc(SCC(=O)Nc2ncc(Cc3cccc(Cl)c3)s2)n1 | 2 | 0 | 0 | -4 | 2 | -1 | -2.1 | 5 | 4 | 0
CCCCc1ccc(NC(=S)NCCN2CCOCC2)cc1 | -7 | -3 | -6 | 2 | 10 | 1 | -1.9 | 6 | -3 | 2
N/C(=N\NC(=O)c1cccc(F)c1)c1cc2ccccc2oc1=O | -1 | 9 | 2 | -6 | 3 | 7 | -0.4 | -8 | 9 | -2
Clc1ccccc1OCCn1nnc2ccccc21 | -1 | 1 | -5 | -4 | 9 | -1 | 0.1 | 0 | -1 | 29*
COc1cc(SC#N)ccc1N=Cc1c(C)[nH]n(-c2ccc(C)c(C)c2)c1=O | -2 | 6 | -1 | 5 | 10 | 7 | -1.2 | 5 | 1 | -2
Cc1ccc2nsnc2c1NC(=O)c1cccnc1Cl | 2 | -3 | 2 | 0 | 0 | 0 | 0.1 | -6 | 3 | 1
Cn1c(=O)c(/C=C/c2ccccc2)nc2ccccc21 | -3 | 7 | -4 | -14 | -5 | 3 | -1.1 | 5 | -11 | 1
CCc1ccccc1NC(=O)CSc1nnc(C2CC2)n1CC1CCCO1 (configuration not stated) | -1 | -6 | -1 | 1 | 1 | -1 | 0.8 | -6 | 2 | 1
Remaining list, next part:
SMILES | UHRF1 binding | rCAG RNA binder | mABHD4 FP | MBD2 inh | Rev-erbA mod | PRMT1 FP inh | PG9 binder | TCR CD3 inh | HTRA1 inhibitor | LEDGF integ inh
COc1ccc(OC)c(C(=O)COC(=O)CNC(=O)c2ccccc2)c1 | 3 | -4 | 3 | 2 | 0 | 3 | -0.6 | -8 | 0 | -2
O=C(O)C(C(=O)O)=C1C2CC3CC(C2)CC1C3 | 5 | 3 | 1 | 1 | -2 | -3 | -0.5 | -2 | 1 | 7
CCc1nnc(NC(=O)CSc2nnc(CSc3nc(C)cc(C)n3)o2)s1 | -1 | 1 | -6 | 0 | 3 | -2 | -0.2 | 8 | 1 | -2
Cc1ccc(C(NC(=O)C2CCN(CCOc3ccc(Cl)cc3Cl)CC2)c2ccccn2)cc1 (configuration not stated) | -2 | 5 | 8 | -4 | -5 | -2 | -1.2 | 2 | . | 0
COC(=O)C1=CN(C(C)C)C=C(C(=O)OC)C1c1cc2c(cc1Br)OCO2 | 2 | -1 | 1 | -1 | -5 | -2 | 1.8 | 0 | 0 | 3
O=C(COC(=O)CC1CCCC1)Nc1ccc(Cl)cn1 | 0 | 1 | 0 | -4 | -9 | -3 | 1.9 | 6 | 4 | 2
O=C1CCC/C(=N\NC(=O)NC2CCCCC2)C1 | -1 | 6 | 1 | 5 | -1 | 1 | 0.7 | 6 | 9 | 1
Oc1cccc(/C=N/Nc2nn3cnnc3c3ccccc23)c1 | -2 | 4 | -8 | -4 | -1 | 2 | -1.9 | 10 | 2 | 1
COc1ccccc1CNC(=O)CS(=O)(=O)c1ccc(C)cc1 | 3 | 0 | 3 | 3 | 3 | 2 | -1.0 | -10 | -1 | -1
O=C(Nc1ccccc1F)c1ccc(CN2CCN(c3ccccc3)CC2)cc1 | 1 | -4 | -3 | -2 | -5 | 0 | -1.6 | 6 | -6 | -1
O=C(CCl)Nc1ccccc1Sc1ccc(Cl)cc1 | -2 | 0 | -10 | -3 | 4 | -2 | 0.7 | 1 | -15 | -3
CCN(CC)C(=O)C1=C(C)N(Cc2ccc(C(C)(C)C)cc2)C(=O)C(CC(=O)NCC2CCCCC2)C1 (configuration not stated) | 13 | -1 | -1 | 3 | -4 | -2 | 0.3 | 1 | -13 | 2
CCOC(=O)c1c(/N=C/N(C)C)sc(/C=N/Nc2ccccc2)c1-c1ccccc1 | 4 | 8 | 3 | -1 | 7 | 3 | 5.6 | -2 | -3 | -3
Cc1ccc(N(C(=O)CNC(=O)c2ccco2)C(C(=O)NC2CCCCC2)c2cccnc2)cc1C (configuration not stated) | 3 | 1 | 0 | 2 | 1 | 1 | 0.5 | -5 | 1 | -2
CC(=O)c1cccc(N(C(=O)c2ccco2)C(C(=O)NC2CCCC2)c2ccc(N3CCOCC3)cc2)c1 (configuration not stated) | 1 | 0 | 2 | -2 | -1 | 0 | -4.1 | 8 | 0 | 2
CC1CCN(CCCNC(=O)COc2cc(=O)n(C)c3ccccc23)CC1 | -1 | 0 | -5 | -3 | -3 | 0 | -1.4 | 5 | -1 | 0
COc1cccc(/C=N/NC(=S)NC2CC3CCC2C3)c1OC (configuration not stated) | -3 | 0 | 4 | 0 | -1 | -4 | -2.0 | -3 | -4 | 8
Cc1onc(-c2ccccc2)c1C(=O)NC(C)c1ccc2c(c1)OCO2 (configuration not stated) | 2 | -1 | -3 | 1 | -8 | 6 | 0.7 | 0 | -3 | -4
Cc1ccc(C)c(N2CC(O)(c3cccs3)[N+]3=C2CCCC3)c1 (configuration not stated) | 0 | -1 | 1 | 1 | 5 | -3 | 1.7 | 6 | 7 | 0
CC(=O)Nc1ccc(Sc2ccc([N+](=O)[O-])o2)cc1 | -1 | 1 | 6 | 0 | -2 | 34* | 0.6 | 1 | -6 | 6
O=C(N/N=C/c1ccc(O)cc1)c1cncc(Br)c1 | -4 | -1 | 2 | 4 | -3 | -4 | -2.3 | 4 | 0 | 1
CC(C)[C@@H](C(=O)N1CCN(Cc2ccc3c(c2)OCO3)CC1)n1nnc2ccccc2c1=O | 11 | -6 | -3 | -3 | 8 | -3 | -1.2 | -1 | 7 | -1
CCCCOc1ccc(C2/C(=C(/O)c3ccc4c(c3)CC(C)O4)C(=O)C(=O)N2CCCN2CCOCC2)cc1OC (configuration not stated) | 1 | 8 | 0 | 4 | 1 | -1 | -0.3 | -7 | 0 | 0
CCOc1cc(-c2conc2N)cc(OCC)c1OCC | -3 | -3 | 6 | -2 | -3 | -2 | 0.1 | -7 | 0 | 0
COc1ccc(C(CCN2CCCC(C)C2)c2c(OC)cc(OC)c3c(-c4ccccc4)cc(=O)oc23)cc1 (configuration not stated) | -1 | 7 | 12 | 3 | 2 | -2 | -1.1 | -1 | -20 | -1
Next entries
SMILES | UHRF1 binding | rCAG RNA binder | mABHD4 FP | MBD2 inh | Rev-erbA mod | PRMT1 FP inh | PG9 binder | TCR CD3 inh | HTRA1 inhibitor | LEDGF integ inh
OC[C@H]1O[C@@H](Oc2ccc3cc(Br)ccc3c2)[C@H](O)[C@@H](O)[C@H]1O | 0 | 2 | -1 | 8 | -2 | 1 | 11* | 2 | -1 | 1
Cc1ccc(CNC(=O)CN(C)C2=NS(=O)(=O)c3ccccc32)cc1 | -1 | 11 | -10 | 7 | 2 | 13 | 1.8 | 5 | -5 | 2
COc1ccc(CNC(=O)[C@@H](Cc2ccccc2)NC(=O)CC[C@H]2O[C@@H](n3ccc(=O)[nH]c3=O)[C@H](O)[C@@H]2O)cc1 | -2 | 0 | 6 | 1 | 0 | 2 | -0.9 | 1 | . | 4
COc1ccc2nc(SCc3cccnc3)c(C#N)cc2c1 | 0 | 1 | 2 | -5 | 86* | 0 | -2.5 | 4 | -7 | -3
COc1ccc(Cl)cc1Cn1c(C)c(C(=O)NCc2cccc(Cl)c2)sc1=O | 2 | 8 | -32 | 5 | -8 | 7 | -2.6 | -1 | . | 1
CCc1cc(Cn2nc(-c3ccccc3)cc2C(=O)NCc2ccccc2OC)on1 | 1 | 3 | -47 | -2 | -1 | 4 | 0.1 | -6 | -59 | -1
Fc1ccc(-[n+]2nc(Nc3ccccc3)sc2-c2ccc(OCc3ccccc3)cc2)cc1 | -2 | 0 | -3 | -7 | 156* | 0 | -0.7 | 5 | -35 | 3
CC1(c2ccccc2)CC(C)(C)N2C(=O)C(=O)c3cccc1c32 (configuration not stated) | -3 | -1 | 3 | -3 | 4 | 1 | -1.3 | -2 | -4 | 1

Retrieved by structure from the list above:
SMILES | UHRF1 binding | rCAG RNA binder | mABHD4 FP | MBD2 inh | Rev-erbA mod | PRMT1 FP inh | PG9 binder | TCR CD3 inh | HTRA1 inhibitor | LEDGF integ inh
CCN(CC)C(=O)C1=C(C)N(Cc2ccc(C(C)(C)C)cc2)C(=O)C(CC(=O)NCC2CCCCC2)C1 (configuration not stated) | 13 | -1 | -1 | 3 | -4 | -2 | 0.3 | 1 | -13 | 2
O=C(CCl)Nc1ccccc1Sc1ccc(Cl)cc1 | -2 | 0 | -10 | -3 | 4 | -2 | 0.7 | 1 | -15 | -3
COc1cc(N)c(Cl)cc1C(=O)OCC(=O)NC1CCCC1 | 7 | 0 | -8 | 8 | 7 | 7 | 3.3 | -6 | -1 | 0

The list is partial. The share of hits here may be higher or lower than overall.
